MCL1-BIM inh: inhibitors of MCL1 binding to BIM-BH3, primary screen, biochemical, fluorescence polarization. Induced myeloid leukemia cell differentiation protein Mcl-1 (Homo sapiens), Q07820. GST-MCL1 / FITC-Bim-BH3 fluorescence polarization. inhibition, % at 10.9 µM. 320,000 compounds, 0.68% hits;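 active = inhibition above the mean inhibition of all tested compounds plus 3 SD, set per campaign, cut at about 40% in these data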;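 also: 0% = DMSO wells and 100% = unlabeled Bim-BH3 peptide control; higher means more loss of mP so more displacement of Bim peptide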
MEX-5 binding: MEX-5 zinc finger RNA-binding disruptors – biochemical, C. elegans, fluorescence polarization, MLPCN library, primary screen | Zinc finger protein mex-5 (Caenorhabditis elegans), Q9XUB2 | 300,000 compounds, 0.38% hits | activity score (negative = inhibition of binding), % at 10 µM | MEX-5/FITC-TCR2 RNA binding; stronger effect = lower value | AID 1832, 2009;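 active = inhibition past about -25% in most replicates, and total fluorescence under double the plate's negative control median, limit read from the data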;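 also: 0% = DMSO and -100% = 5 µM competing unlabeled TCR2 RNA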
Target sequence (Q9XUB2 whole entry, looked up): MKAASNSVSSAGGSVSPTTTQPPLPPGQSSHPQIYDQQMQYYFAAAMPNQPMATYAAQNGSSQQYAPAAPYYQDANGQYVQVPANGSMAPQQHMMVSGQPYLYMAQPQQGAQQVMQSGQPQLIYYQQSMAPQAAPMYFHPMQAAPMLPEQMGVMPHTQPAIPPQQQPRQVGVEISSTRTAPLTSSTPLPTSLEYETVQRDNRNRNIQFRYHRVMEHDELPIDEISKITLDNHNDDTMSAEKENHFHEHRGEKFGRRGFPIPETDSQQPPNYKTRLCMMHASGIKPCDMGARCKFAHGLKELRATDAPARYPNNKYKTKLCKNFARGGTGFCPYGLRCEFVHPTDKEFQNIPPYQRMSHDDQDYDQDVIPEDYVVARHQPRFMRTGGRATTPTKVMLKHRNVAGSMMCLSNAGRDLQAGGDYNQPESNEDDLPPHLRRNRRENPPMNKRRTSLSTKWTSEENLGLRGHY
Bcl-xL primary: inhibitors of human Bcl-xL, primary screen, biochemical, fluorescence polarization, HTS; Bcl-2-like protein 1 (Homo sapiens), Q07817; GST-Bcl-xL / FITC-Bim BH3 peptide fluorescence polarization; inhibition, % at 10.9 µM; 320,000 compounds, 0.7% hits; AID 2129, 2009;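 active = inhibition above the mean of all tested compounds plus 3 SD, cutoff set per campaign, cut at about 30% in these data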;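 also: 0% = DMSO wells and 100% = unlabeled Bim-BH3 peptide competitor; inhibitors lower millipolarization by displacing the labeled peptide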
PME-1 primary: PME-1 inhibitors via competitive probe labeling, primary screen, biochemical, fluorescence polarization, FP-Rh probe, HTS; recombinant PME-1; inhibition, % at 5.9 µM; 320,000 compounds, 0.53% hits;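 active = inhibition above the campaign mean of all compounds plus 3 SD, cut at about 26% in these data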;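 also: competitive labeling of PME-1 active site by serine hydrolase directed probe; 0% = PME-1 with DMSO and 100% = wells lacking PME-1 enzyme; inhibitors block probe labeling so polarization falls and inhibition rises; many of its hits are not listed in these tables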
Target sequence (Q9Y570 whole entry, looked up): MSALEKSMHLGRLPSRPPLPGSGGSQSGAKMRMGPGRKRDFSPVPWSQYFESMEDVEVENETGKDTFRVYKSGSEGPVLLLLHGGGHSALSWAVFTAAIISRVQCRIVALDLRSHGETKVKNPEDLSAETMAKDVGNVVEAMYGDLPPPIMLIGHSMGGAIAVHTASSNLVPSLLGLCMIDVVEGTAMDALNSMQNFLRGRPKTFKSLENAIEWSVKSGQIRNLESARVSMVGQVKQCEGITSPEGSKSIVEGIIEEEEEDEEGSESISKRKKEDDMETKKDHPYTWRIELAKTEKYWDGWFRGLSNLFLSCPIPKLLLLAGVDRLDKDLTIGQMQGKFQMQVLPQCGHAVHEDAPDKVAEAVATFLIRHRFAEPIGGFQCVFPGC
GSTO1 counter: inhibitors of recombinant GSTO1, primary screen, counter-screen for RBBP9 inhibitor project, biochemical, fluorescence polarization; activity-based probe fluorescence polarization; 300,000 compounds, 1.1% hits; inhibition, % at 5.96 µM;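 active = inhibition above the campaign mean inhibition plus 3 SD, cut at about 35% in these data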;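 also: 0% = GSTO1-1 with DMSO and 100% = wells lacking GSTO1-1 enzyme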
Fam108B counter: mouse Fam108B serine hydrolase inhibitors, primary screen, counter-screen for RBBP9 inhibitor project, biochemical, fluorescence polarization | recombinant Fam108B, FP-Rh probe fluorescence polarization | inhibition, % at 9.51 µM | 300,000 compounds, 0.33% hits | AID 1947, 2009;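 active = inhibition above the screen mean inhibition plus 3 SD, computed separately per campaign, cut at about 18% in these data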;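 also: inhibitors lower polarization as less probe binds the enzyme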
TPT1 inhibitor: Candida albicans TPT1 enzyme inhibitors, primary screen, biochemical, fluorescence polarization. tRNA 2'-phosphotransferase TPT1 (Candida albicans SC5314). 300,000 compounds, 0.81% hits. inhibition, % at 5 µM. recombinant caTPT1, FP RNA substrate dephosphorylation. AID 1962, 2009;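 active = inhibition above the mean of all tested compounds plus 3 SD, set per screening campaign, cut at about 24% in these data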;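 also: plate controls were DMSO alone for no effect and ferristatin control at 100 nM for full effect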
PAD4 inh: human PAD4 inhibitors, primary screen, biochemical, fluorescence polarization, 1536-well format | 330,000 compounds, 0.41% hits | Protein-arginine deiminase type-4 (Homo sapiens), Q9UM07 | inhibition, % at 6.36 µM | recombinant PAD4, RCA probe fluorescence polarization;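 active = percent inhibition above a cutoff equal to the mean of all tested compounds plus 3 SD, cut at about 15% in these data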;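 also: 0% = PAD4 with RCA probe and DMSO and 100% = probe without PAD4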
GLD-1 RNA inh: GLD-1/TGE RNA complex disruptors, primary screen, biochemical, fluorescence polarization; Female germline-specific tumor suppressor gld-1 (Caenorhabditis elegans), Q17339; purified GLD-1 + fluorescein TGE RNA; inhibition, % at 5.96 µM; 320,000 compounds, 0.44% hits;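 active = percent inhibition above a per-plate cutoff, the plate mean of test compounds plus 3 SD, cut at about 30% in these data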;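 also: 0% = DMSO wells with GLD-1 and probe and 100% = wells lacking GLD-1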
* hit, by the source's call; / = no result given. An excerpt; the hit share may differ from the screen's.

Structure	PME-1 primary	PAD4 inh	GSTO1 counter	GLD-1 RNA inh	MCL1-BIM inh	Fam108B counter	MEX-5 binding	Bcl-xL primary	TPT1 inhibitor
CCOc1ccc(NC(=O)Cn2nnc(-c3ccccc3NC(=O)C3CC3)n2)cc1	-8	1	10	6	1	-6	1.6	2	-2
O=C(CCCn1c(=O)[nH]c2ccsc2c1=O)NC1CCCCC1	7	2	-2	0	3	-3	0.7	1	-1
Cc1ccc(NC(=O)CSc2nnc(Cc3ccccc3)o2)c(C)c1	5	0	7	3	2	1	-0.1	4	1
COC(=O)c1nn(-c2ccccc2)nc1-c1nn(-c2ccccc2)nc1C(=O)OC	-2	-4	-5	4	-4	-1	-3.1	6	-4
COc1ccccc1-c1nc(S(=O)(=O)c2ccccc2)c(N2CCOCC2)o1	3	3	2	7	3	5	1.6	-2	2
Cc1c(Cl)cccc1NC(=O)Nc1cc(C(C)(C)C)nn1C	5	4	0	2	2	-2	2.7	6	0
CCCOc1ccccc1C1NC(=O)NC(C)=C1C(=O)OCCOC(C)C (stereo not drawn)	2	-2	-1	9	6	2	-1.2	4	0
CSc1ccc(Cl)c(C(=O)NCCOc2cc(C)ccc2C(C)C)c1	-2	1	0	7	5	-9	-1.9	1	2
CC(C)CN(C(=O)CCCSc1nc2ccccc2[nH]1)c1c(N)n(Cc2ccccc2)c(=O)[nH]c1=O	1	-1	0	22	-4	-3	-11	12	0
Cc1ccc(S(=O)(=O)NC(C(=O)N2CCOCCOCCOCC2)C(C)C)cc1 (stereo not drawn)	1	-1	3	-8	8	1	1.6	-1	-2
CN1CCN(c2nc(-c3ccc(Br)cc3)nnc2-c2ccccc2)CC1	-9	-1	4	3	11	4	0.2	5	-3
N#Cc1c(F)cccc1N1CCC(C#N)CC1	-5	-1	1	2	5	2	-0.7	4	1
Cc1cc(C(=O)CN2C(=O)C(=O)N(Cc3ccco3)C2=O)c(C)n1CCc1ccc(F)cc1	-3	-5	/	8	-3	/	/	-3	/
NS(=O)(=O)c1ccc(CCNC(=O)c2cccc([N+](=O)[O-])c2)cc1	1	-5	5	-3	-9	12	-0.9	-2	-1
CC12CN3CC(C)(CN(C1)C3c1ccccc1F)C2 (stereo not drawn)	-1	-4	-7	5	-1	0	0.5	2	-1
COc1cc(C(=O)NC(C)c2ccccc2)ccc1OCC(=O)N1CCOCC1 (stereo not drawn)	-10	-3	/	-5	-11	/	/	-1	/
CCc1nnc(NC(=O)CCC(=O)N2CCN(c3cc(C)ccc3C)CC2)s1	1	0	-6	-1	6	-1	-3.4	2	-2
C[C@@H]1C=C(C(=O)N2CCN(Cc3ccccc3)CC2)O[C@H](OCc2ccc(CO)cc2)C1	1	-1	5	-4	14	1	2.0	12	-2
Cc1csc(NC(=O)c2ccccc2O)n1	5	1	1	-2	0	5	0.6	6	-1
CC1CCCCN1CC(=O)NCc1ccc2c(c1)OCO2 (stereo not drawn)	0	-2	7	-4	1	3	-1.7	6	5
O=C(N/C(=C\c1cccc([N+](=O)[O-])c1)C(=O)N(CCO)CCO)c1ccco1	-1	-6	6	2	0	1	2.0	3	2
Cc1cccc(C)c1N1CCN(c2ccc3nnc(C(F)(F)F)n3n2)CC1	0	-2	-14	3	-8	2	1.1	2	3
Cc1ccc(NC(=O)C2C3/C=C\CCCCC32)cc1C (stereo not drawn)	-2	-3	4	3	10	4	-1.7	2	2
CN1CCC(N(C)C(=S)Nc2ccc(F)cc2)CC1	6	-1	0	0	6	0	-0.9	0	0
O=C(COc1ccc([N+](=O)[O-])cc1Cl)NCC1CCCO1 (stereo not drawn)	0	5	7	-3	9	0	-1.6	3	-6

Taken from the listing (10 entries):
Structure	PME-1 primary	PAD4 inh	GSTO1 counter	GLD-1 RNA inh	MCL1-BIM inh	Fam108B counter	MEX-5 binding	Bcl-xL primary	TPT1 inhibitor
COc1cc(C(=O)NC(C)c2ccccc2)ccc1OCC(=O)N1CCOCC1 (stereo not drawn)	-10	-3	/	-5	-11	/	/	-1	/
CCc1nnc(NC(=O)CCC(=O)N2CCN(c3cc(C)ccc3C)CC2)s1	1	0	-6	-1	6	-1	-3.4	2	-2
C[C@@H]1C=C(C(=O)N2CCN(Cc3ccccc3)CC2)O[C@H](OCc2ccc(CO)cc2)C1	1	-1	5	-4	14	1	2.0	12	-2
Cc1csc(NC(=O)c2ccccc2O)n1	5	1	1	-2	0	5	0.6	6	-1
CC1CCCCN1CC(=O)NCc1ccc2c(c1)OCO2 (stereo not drawn)	0	-2	7	-4	1	3	-1.7	6	5
O=C(N/C(=C\c1cccc([N+](=O)[O-])c1)C(=O)N(CCO)CCO)c1ccco1	-1	-6	6	2	0	1	2.0	3	2
Cc1cccc(C)c1N1CCN(c2ccc3nnc(C(F)(F)F)n3n2)CC1	0	-2	-14	3	-8	2	1.1	2	3
Cc1ccc(NC(=O)C2C3/C=C\CCCCC32)cc1C (stereo not drawn)	-2	-3	4	3	10	4	-1.7	2	2
CN1CCC(N(C)C(=S)Nc2ccc(F)cc2)CC1	6	-1	0	0	6	0	-0.9	0	0
O=C(COc1ccc([N+](=O)[O-])cc1Cl)NCC1CCCO1 (stereo not drawn)	0	5	7	-3	9	0	-1.6	3	-6

(more compounds)
Structure	PME-1 primary	PAD4 inh	GSTO1 counter	GLD-1 RNA inh	MCL1-BIM inh	Fam108B counter	MEX-5 binding	Bcl-xL primary	TPT1 inhibitor
COc1ccc(N2C(=O)CC(C#N)=C2N)cc1	3	-2	13	1	8	-1	-5.2	11	-5
Oc1c(C(c2ccccn2)N2CCC(Cc3ccccc3)CC2)cc(Cl)c2cccnc12 (stereo not drawn)	5	0	10	-1	7	9	1.3	4	-5
O=C(NCCN1CCOCC1)Nc1ccc(Cl)cc1Cl	3	4	0	-1	-7	3	-0.1	1	2
CCN(CC(=O)NCc1ccc(Cl)cc1)Cc1cc(=O)n2ccsc2n1	-3	4	-9	-4	-1	-7	/	2	-3
CC1=C(C)CC(C(=O)Nc2nc(-c3ccc(C)cc3C)c(C)s2)C(C(=O)O)C1 (stereo not drawn)	-4	1	2	0	-1	-1	-0.9	6	-2
CCc1ccc(NC(=O)CCC(=O)c2ccc(C)cc2)cc1	-8	-15	8	-2	0	-5	0.3	1	4
C=COCCNC(=O)Nc1ccc(Cl)cc1Cl	3	-4	5	-2	1	4	0.9	0	-6
CCOc1ccc(OCCOCCN2CCc3ccccc3C2)cc1	-2	-2	-1	0	-8	-2	0.3	-4	1
CC(=O)c1cccc(OCC(=O)Nc2cc(S(=O)(=O)N3CCOCC3)ccc2N2CCCC2)c1	-2	-1	-5	5	4	-3	1.3	3	-2
Cn1c(=O)n(CC#N)c2ccccc21	-2	-4	0	8	-3	0	-0.5	-2	5
COc1ccc(C2CC(c3ccc(OC)cc3)n3nc(NC(=O)c4ccco4)nc3N2)cc1 (stereo not drawn)	-1	-1	-10	-2	-2	1	2.3	3	-3
O=C(O)c1cccc(C(=O)c2cccc3ccccc23)c1	0	1	3	9	-11	1	1.0	0	-2
Cc1csc(N2CCN(c3cc4nc(-c5ccncc5)[nH]c4cc3Cl)CC2)n1	4	3	12	1	7	3	-1.2	3	-1
O=C(Nc1ccccc1C(=O)OC1CCOC1=O)c1ccco1 (stereo not drawn)	2	-1	-5	-7	-3	0	-0.7	-1	0
COc1ccc(NC(=O)CN(c2ccc([N+](=O)[O-])cc2)S(=O)(=O)c2ccccc2)cc1	5	-6	-2	-2	1	4	0.4	1	-2
Cc1ccccc1NC(=O)CCN1C(=O)CSC1=O	-1	-2	-2	-7	2	4	-0.8	0	-3
CC(=O)Nc1cccc(OCCCNS(=O)(=O)c2ccc(C#N)cc2)c1	-3	-3	2	1	3	5	2.4	1	2
O=C(COc1ccccc1-c1ccccc1)N/N=C/c1ccc2ccccc2c1	-23	-1	-4	8	-3	-23	1.7	0	1
O=C(OCCCOC(=O)c1ccc([N+](=O)[O-])o1)c1ccc([N+](=O)[O-])o1	-5	-14	21	5	-8	6	-1.5	-3	1
Cc1cccc(N2CCC(N3CCN(C4CCCCC4)C(CCO)C3)CC2)c1C (stereo not drawn)	3	-6	-4	-4	-4	0	2.3	1	-1
COc1ccc(/C=C2\SC(=S)N(CCCC(=O)N3CCN(C)CC3)C2=O)cc1	3	-11	7	1	9	3	-1.5	4	2
CC(C)(C)n1cc(S(=O)(=O)c2ccccc2)[nH]c1=O	0	1	1	2	8	2	1.9	6	-1
COc1cccc(C2C(C(=O)OCc3ccccc3)=C(C)Nc3ncnn32)c1OC (stereo not drawn)	7	-1	1	1	-1	-5	1.5	6	-1
CCOC(=O)c1c(C)[nH]c(C(=O)OCC(=O)Nc2cc(Cl)ccc2OC)c1C	-4	6	0	2	28	-8	-2.4	-1	-2
O=C(CSC1=Nc2ccccc2C2CC=NN12)Nc1ccc(F)c(F)c1F (stereo not drawn)	0	0	/	5	-5	/	/	-1	/
Cc1ccc(S(=O)(=O)N2CCOCC2)cc1C(=O)O	5	1	9	4	4	-1	-1.3	5	-2
CCN(CC)S(=O)(=O)c1ccc(NC(=O)COC(=O)c2cc(S(=O)(=O)Nc3ccc(OC)cc3)ccc2O)cc1	-25	-1	13	5	8	-14	-0.8	7	1
O=C(Nc1ccc(C(=O)N2CCN(c3ccc(F)cc3)CC2)cc1)C1=CSCCO1	3	-4	0	-9	2	1	2.3	2	-2
CCOC(=O)C1(CCOc2ccccc2)CCN(Cc2ccc(COC)o2)CC1	4	-1	2	5	2	3	-0.7	-2	1
CN(C(=O)c1cccc([N+](=O)[O-])c1)c1ccccc1C(=O)NCc1ccccc1	3	0	6	3	5	3	-1.3	1	-1
CC1CCCCN1C(=O)c1ccc(NC(=O)c2ccccc2Cl)cc1 (stereo not drawn)	-2	0	-8	2	-2	3	0.8	1	-2
CC1=C(C(=O)Nc2ccccc2C)C(c2ccc(C)o2)NC(=S)N1 (stereo not drawn)	9	3	4	3	4	3	2.9	7	-2
Cc1cc([N+](=O)[O-])nn1CC(=O)c1ccccc1	-2	5	-2	-1	6	1	0.6	-3	-3
